# NR1D1 modulator: modulators of human Rev-erb alpha DNA binding | Rev-erbα–FITC-DNA binding, fluorescence polarization, 90 min | 370,000 compounds, 0.79% hits | AID 1259318 | P20393 | activity, % at 10 µM;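 active = activity above about 14%, limit read from the data; passing the limit was not always enough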;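 note: 0% = DMSO wells with 35 nM protein and 100% = DMSO wells with 750 nM protein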
# SIAE primary: blocks human sialic acid acetylesterase; Q9HAT2; SIAE FP-Rh probe binding, fluorescence polarization; inhibition, % at 9.66 µM; 370,000 compounds, 0.69% hits; AID 1053197;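 active = inhibition above a cutoff: mean of compounds within the control limits plus 3 SD of those, cut at about 17% in these data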;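 note: 0% = plate median of compound wells and 100% = probe without SIAE protein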
# rCAG binder: binds r(CAG) RNA repeats; r(CAG) RNA repeat, TO-PRO-1 dye displacement fluorescence; inhibition, % at 3 µM; 370,000 compounds, 1.3% hits; AID 651821;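 active = inhibition above the plate cutoff, the mean of all test compounds on that plate plus 3 SD, cut at about 35% in these data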;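 note: 0% = DMSO alone and 100% = 100 µM mitoxantrone as full dye displacement; higher means more dye released from RNA so lower well fluorescence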
# TDP2 inh: TDP2 (human) inhibition, absorbance primary screen | O95551 | recombinant TDP2, T5PNP hydrolysis, p-nitrophenol absorbance 415 nm | inhibition, % at 12.8 µM | 370,000 compounds, 0.34% hits | AID 720702;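 active = inhibition above the mean of all tested compounds plus 3 SD, set per campaign, cut at about 25% in these data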;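 note: 0% = DMSO with enzyme and 100% = buffer with substrate but no TDP2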
# Target sequence (O95551 whole entry, looked up): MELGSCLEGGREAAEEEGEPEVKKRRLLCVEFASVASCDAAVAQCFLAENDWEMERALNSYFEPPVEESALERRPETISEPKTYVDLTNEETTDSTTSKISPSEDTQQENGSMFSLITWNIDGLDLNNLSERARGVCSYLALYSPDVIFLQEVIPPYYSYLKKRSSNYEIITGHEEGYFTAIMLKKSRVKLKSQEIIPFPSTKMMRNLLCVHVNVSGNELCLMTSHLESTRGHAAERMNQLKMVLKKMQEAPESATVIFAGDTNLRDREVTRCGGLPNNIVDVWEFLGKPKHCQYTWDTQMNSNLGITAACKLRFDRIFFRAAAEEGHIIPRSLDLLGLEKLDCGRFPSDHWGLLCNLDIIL
#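 Read-out basis: percent inhibition. System: recombinant human TDP2. Buffer or medium: Mg2+-containing Tris-HCl buffer, pH 7.5. Repeats: single replicate. Timing: reaction 2 h, 37 °C. Benchmarks: high control without enzyme, low control DMSO plus TDP2. Probe or stimulus: 5 mM T5PNP. Doses: 12.8 µM only. Measured by: epi absorbance of p-nitrophenol freed from T5PNP by hydrolysis.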
# PRMT1 FP inh: inhibitors of human PRMT1; Q99873; recombinant PRMT1, activity-based probe fluorescence polarization; inhibition, % at 2.79 µM; 370,000 compounds, 1.3% hits; AID 652257;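 active = inhibition above about 21% made by adding two undisclosed values, limit read from the data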
# Target sequence (Q99873 whole entry, looked up): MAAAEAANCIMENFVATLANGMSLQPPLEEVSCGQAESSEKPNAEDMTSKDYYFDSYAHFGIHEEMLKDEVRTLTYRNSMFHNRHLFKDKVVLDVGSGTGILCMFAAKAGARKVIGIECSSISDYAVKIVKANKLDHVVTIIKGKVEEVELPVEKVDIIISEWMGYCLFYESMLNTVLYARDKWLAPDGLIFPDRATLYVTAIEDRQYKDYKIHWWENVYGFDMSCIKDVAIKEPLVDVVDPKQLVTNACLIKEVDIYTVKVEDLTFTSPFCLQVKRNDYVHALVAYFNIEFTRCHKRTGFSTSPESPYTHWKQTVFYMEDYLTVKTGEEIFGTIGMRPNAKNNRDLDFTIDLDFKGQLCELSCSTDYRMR
# PG9 binder: PG9 antibody binding by small molecule. TR-FRET gp120-PG9 antibody binding. inhibition, % at 6.7 µM. 360,000 compounds, 0.43% hits. AID 624416; in the data active = inhibition above about 8.5%
# LEDGF integ inh: blocks HIV-1 LEDGF/p75-dependent DNA integration; TR-FRET IN-LEDGF/p75 DNA integration, Eu/Cy5; inhibition, % at 3.7 µM; 370,000 compounds, 0.64% hits;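 active = inhibition above the screen-wide mean plus 3 SD, cut at about 13% in these data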;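 note: signal is the Cy5 over europium emission ratio at 671 and 618 nm; 0% = plate median of compound wells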
# TCR-CD3 inh: inhibitors of human TCR-CD3 interaction; TAMRA-labeled TCR probe fluorescence, biochemical; 360,000 compounds, 0.37% hits; inhibition, % at 9.4 µM; in the data active = inhibition above about 19%;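 note: recombinant mutant TCR 2C K166C tagged with TAMRA read by polarization; 0% = receptor in buffer alone and 100% = receptor with positive control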
# HTRA1 inh: HTRA1 (human) protease inhibition; inhibition, % at 5.96 µM; AID 504803; 340,000 compounds, 0.5% hits; recombinant HTRA1, FP-rhodamine activity-based probe, fluorescence polarization; Q92743; in the data active = inhibition above about 36%;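 note: 0% = enzyme with DMSO and 100% = wells lacking enzyme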
# ABHD4 inh: inhibitors of mouse ABHD4 | Q8VD66 | purified mABHD4, FP-Rh probe fluorescence polarization | inhibition, % at 8.92 µM | 370,000 compounds, 0.54% hits | AID 720543;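 active = inhibition exceeding the mean over every tested compound plus 3 SD, cut at about 30% in these data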;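 note: 0% = plate median of compound wells and 100% = S159A mutant with DMSO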
# Target sequence (Q8VD66 whole entry, looked up): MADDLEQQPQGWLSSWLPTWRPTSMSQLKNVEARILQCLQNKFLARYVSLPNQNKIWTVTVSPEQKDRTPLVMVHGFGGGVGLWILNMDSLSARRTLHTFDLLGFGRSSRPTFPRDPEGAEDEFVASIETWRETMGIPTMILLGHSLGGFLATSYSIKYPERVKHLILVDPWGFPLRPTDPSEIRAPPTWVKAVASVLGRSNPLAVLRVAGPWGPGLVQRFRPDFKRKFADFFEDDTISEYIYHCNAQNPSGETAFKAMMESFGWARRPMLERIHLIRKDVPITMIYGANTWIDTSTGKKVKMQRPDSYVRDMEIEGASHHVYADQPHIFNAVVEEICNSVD
#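 Test system: mouse ABHD4 enzyme, wild type. Reagent: FP-Rh fluorescent activity-based probe, added after compound pre-incubation. Timing: pre-incubation 45 min, probe exposure 60 min, at 25 °C. Technique: FP readout, ex 525 nm / em 598 nm. Benchmarks: high control S159A mutant with DMSO, low control median of compound wells.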
# Active calls of the source: *; . = not tested or not shown; & = joins results of further samples. A portion of the library (hit frequency here may not be typical).
SMILES,NR1D1 modulator,SIAE primary,rCAG binder,TDP2 inh,PRMT1 FP inh,PG9 binder,LEDGF integ inh,TCR-CD3 inh,HTRA1 inh,ABHD4 inh
Cc1nc2ccc(-c3ccccc3)cc2o1,-2,-2,-4,-7,-2,-2.6,-6,7,4,3
Cc1cccc(C)c1NC(=O)N1CCN(C2CCCCC2)CC1,-2,5,-2,-5,0,-0.4,1,6,3,-1
COc1ccc(S(=O)(=O)Nc2cccc(S(=O)(=O)N3CCCCCC3)c2)cc1,-1,-4,18,-12,4,1.3,-3,0,8,2
Cc1nc2ccc(NS(=O)(=O)c3c(F)cc(F)cc3Br)cc2s1,-1,2,15,2,1,-0.7,1,8,5,-1
CCNC(=S)NNC(=O)c1ccoc1C,3,2,-1,4,-2,-1.1,0,1,1,2
CCOC(=O)N1CCN(C(=O)C2COc3ccccc3O2)CC1 (configuration not stated),-6,-1,-3,4,3,-1.2,-3,-2,-1,5
CCN(CC(=O)Nc1ccccc1C(F)(F)F)C(=O)CSCc1ccc(C)cc1,-4,4,-8,-5,-3,-2.4,-4,6,-10,2
CN1CCN(S(=O)(=O)c2ccc3c(c2)oc(=O)n3C)CC1,8,-1,1,-2,-4,-3.6,-2,-2,-1,3
COc1ccc(NC(=O)COC(=O)Cc2c[nH]c3ccccc23)cc1Cl,-4,-4,4,5,2,1.1,-1,-2,-5,-5
CNC(=O)C(=O)NCCN1CCN(S(=O)(=O)c2ccc3ccccc3c2)CC1,4,4,-4,-17,-5,-2.4,5,1,5,-8
C/C(=N\NS(=O)(=O)c1ccccc1)c1ccc2c(c1)OCO2,2,2,5,11,1,-2.3,-1,-3,4,-1
CCOC(=O)N1CCN(C(=O)CSc2ccc(-c3cccnc3)nn2)CC1,-4,-11,-6,-3,2,-1.3,4,5,.,3
Cc1nn(Cc2ccccc2)c2sc(C(=O)NCc3cccnc3)cc12,5,-2,2,-17,5,-0.2,0,-11,-3,-19
CCN(C(=O)COC(=O)c1ccccc1O)c1cccc2ccccc12,-5,-6,-1,3,2,-0.1,0,3,-19,-3
Cc1ccc(-c2[nH]nc(N)c2N=Nc2cccc(Cl)c2C)cc1,2,4,42*,4,1,0.6,0,-1,-1,10
COc1ccc(NS(=O)(=O)c2ccc(O)c(NS(=O)(=O)c3ccc(NC(C)=O)cc3)c2)cc1,6,-1,9,-1,1,-0.4,1,4,-2,7
CN(C)c1ccc(C=C2C(=O)OC3(CCCC3)OC2=O)cc1,-2,-26,-4,4,-2,-5.0,1,-14,-3,-7
CC1=CC(c2ccc(Cl)cc2)n2nc(NC(=O)c3ccccc3)nc2N1 (configuration not stated),0,-2,4,-4,-1,-1.2,2,5,-11,-3
CCOC(=O)C1CCN(C(=O)CN(c2cc(OC)ccc2OC)S(=O)(=O)c2ccccc2)CC1,-2,-2,2,0,2,0.4,0,1,-2,-2
O=c1ccc2cc3c([nH]c4ccc(Br)cc43)oc-2c1O,-8,64*,100*,3,91*,-2.2,66*,38*,62*,60*
CC(=O)Oc1ccccc1N(C(C)=O)S(=O)(=O)c1ccc(C)cc1,6,-2,-5,-2,-2,1.1,0,4,4,-1
C#CCN(C)CCCOc1ccc(Cl)cc1Cl,1&-6,-7,3,-2,-1,0.5,3,-4,-1,-2
CCN1C(=O)c2ccccc2S(=O)c2ccc(C(=O)NC3CC3)cc21 (configuration not stated),7,3,-1,3,1,-0.1,0,-1,5,2
COC(=O)[C@]1(C)N[C@H](CN(C)C(=O)c2ccc(C)cc2)[C@@H]2C(=O)N(C)C(=O)[C@@H]21,-5,3,2,6,1,-0.1,0,-4,-1,-2
CCCCCC(=O)N1C[C@H](O)[C@@H](n2cc(C3CC3)nn2)C[C@@H]1c1ccc(OC)cc1,0,1,-2,-8,1,-1.1,-2,-1,-3,-1
CCCCCOC(=O)CSc1nnc(-c2cc(OC)c(OC)c(OC)c2)o1,-5,7,-8,2,-1,-1.5,2,4,-2,-1
CN(c1ccccc1)c1ccc(/C=C(/CCC(=O)O)c2nc3ccccc3s2)cc1[N+](=O)[O-],-5,7,77*,-12,11,0.7,-2,-10,33,46*
CCN1CCCC1CNC(=O)C(=O)Nc1ccccc1 (configuration not stated),4,0,0,-7,-6,-0.3,0,6,5,0
CC1CCN(c2ccc3c(c2)S(=O)(=O)c2ccccc2C3=O)CC1,6,-2,-2,3,-2,1.6,7,2,-36,8
O=C(NCc1ccco1)C(=O)NCC1OCCN1S(=O)(=O)c1ccc(Cl)cc1 (configuration not stated),0,6,5,-7,1,-3.0,-1,-2,-8,11

# Entries above marked active in HTRA1 inh.
SMILES	NR1D1 modulator	SIAE primary	TDP2 inh	PRMT1 FP inh	PG9 binder	LEDGF integ inh	TCR-CD3 inh	HTRA1 inh	ABHD4 inh
O=c1ccc2cc3c([nH]c4ccc(Br)cc43)oc-2c1O	-8	64*	3	91*	-2.2	66*	38*	62*	60*

# Next part.
SMILES,NR1D1 modulator,SIAE primary,rCAG binder,TDP2 inh,PRMT1 FP inh,PG9 binder,LEDGF integ inh,TCR-CD3 inh,HTRA1 inh,ABHD4 inh
O=C(c1cccnc1)N1CCN(C/C=C/c2ccccc2)CC1,5,2,-3,-10,-4,-1.2,1,-4,-2,-1
COC(=O)N1C[C@@H]2Oc3nccnc3O[C@@H]2C[C@@H]1c1ccccc1Br,-10,0,7,-15,-5,-0.1,1,0,.,-3
COc1cccc(C(=O)Cn2c(NCCO)nc3ccccc32)c1,-3,1,0,-5,-2,1.4,-4,4,4,7
Cc1ccc(NC(=O)CN(C)C(=O)Cn2cc(C(F)(F)F)cc(Cl)c2=O)cc1,0,1,-1,3,-3,-1.2,1,5,6,-2
COc1ccccc1N1CCN(C2CCN(C(=O)COc3ccccc3)CC2)CC1,2,3,-4,-7,-3,0.8,2,-2,2,0
CC[C@]12c3[nH]c4cc(CCC(=O)N(C)C)ccc4c3CCN1C(=O)[C@@H](CC(=O)NCCCN(C)C)C[C@@H]2C(=O)N1CCN(C(=O)C2CC2)CC1,-4,-5,0,-25,-3,2.3,4,2,3,-8
COc1ccc2sc(-c3ccc(N(C)C)cc3)c(C#CC(C)(C)O)c2c1,-9,-3,10,-7,-1,1.3,0,3,0,6
CN1C(=O)CS(=O)c2ccc(C(=O)NC3CC3)cc21 (configuration not stated),2,2,1,-2,37*,1.3,-1,0,-6,2
CCCCOCCCNC(=O)C[C@@H]1C[C@@]2(C(=O)OCC)CCC=C2N(Cc2ccccc2)C1=O,-7,-3,-1,5,2,0.4,-5,-2,.,3
COc1cc(/C=N/Nc2nncc3ccccc23)cc(OC)c1OC,0,-5,-3,7,-1,-6.4,-1,2,3,-4
CCC(C)SCC(=O)Nc1ccc(S(=O)(=O)N2CCOCC2)cc1OC (configuration not stated),-3,2,-6,-2,-1,1.6,-5,-7,5,0
CCc1noc(C)c1C(=O)NCCc1ccccc1,1,-4,-5,8,-2,-0.2,-1,4,6,3
CN(C)c1ccc(S(=O)(=O)NCC(=O)NCCC2=CCCCC2)cc1[N+](=O)[O-],-9,-7,-1,-9,-4,-0.9,7,3,-1,-11
CC1NC2(C(=O)N(Cc3ccccc3)c3ccccc32)C2C(=O)N(c3ccccc3)C(=O)C12 (configuration not stated),3,-6,3,0,-2,-1.3,2,-2,3,2
CN1CCN(CC(=O)c2ccccc2F)CC1,7,2,-4,-5,3,-2.0,6,7,-4,15
CN(C)CCNS(=O)(=O)c1ccc2c3c(cccc13)C(=O)N2,-1,4,-1,4,1,2.0,1,-4,1,-10
CC(C)CNC(=O)C1CCCN(S(=O)(=O)c2ccc(-n3cnnn3)cc2)C1 (configuration not stated),-3,7,-1,3,-1,0.1,-6,5,1,4
CCc1nc2ccc(C(=O)NCc3ccc(OC)cc3)cn2c1N(C)C(=O)Cc1ccccc1,0,2,-2,-6,-7,0.5,1,-11,.,2
N#Cc1c(-c2ccccc2Cl)noc1/C=C/Nc1ccc(C(=O)O)cc1,6,-1,32,4,-3,-1.6,0,-4,-20,-23
Cc1ccc(N(Cc2ccccc2F)S(C)(=O)=O)cc1C,2,3,-6,-1,1,0.1,-1,0,-1,0
CCOC(=O)N1CC=C2C(C#N)=C(N)C(C#N)(C#N)[C@H](c3ccsc3)[C@H]2C1,0,5,4,8,4,-1.4,4,1,5,7
CC(=O)N1CCOc2ccc(S(=O)(=O)N3CCCCC3)cc21,-6,-1,0,-20,1,-0.6,-7,-3,0,0
COc1ccc(-c2nc3ccncc3[nH]2)cc1OC,-3,-8,-1,7,-3,0.5,3,-2,-5,-3
O=C(Nc1c2c(nn1-c1ccccc1)CS(=O)C2)c1ccc2c(c1)OCO2 (configuration not stated),5,7,0,7,1,0.0,-4,2,3,-3
CCc1nnc(SCC(=O)N2CCCC(N3CCN(c4ccccc4C)CC3)C2)o1 (configuration not stated),3,9,-11,-9,0,-3.0,-1,7,1,7
Cc1ccc(NS(=O)(=O)c2ccc(-c3ccc(=O)[nH]n3)o2)c(C)c1,1,4,3,-4,-3,-2.7,1,15,-4,4
O=C(Nc1cn(-c2ccccc2)nc1-c1cccs1)c1ccco1,-1,-10,7,-4,1,-2.2,1,4,-46,-11
CCOC(=O)CC(NC(=O)c1cc2cc(Cl)cc(Cl)c2oc1=O)c1cccc([N+](=O)[O-])c1 (configuration not stated),12,3,3,0,1,0.2,-2,-3,1,2
O=C(COc1ccccc1F)N1c2ccccc2CCc2ccccc21,-6,0,-2,2,2,-0.1,-3,-1,-15,-13
COc1ccc(OC)c(NC(=O)CCNS(=O)(=O)c2ccc3c(c2)CC(C)N3C(C)=O)c1 (configuration not stated),0,5,2,-3,-2,-1.9,-1,-1,-1,-3
OCCN(CC(O)COc1ccccc1)CC(O)Cn1ccc2ccccc21 (configuration not stated),-4,-2,-5,1,0,-3.1,2,-1,-4,5
O=C(Nc1ccccc1)N1CCC(C(=O)N2CCN(S(=O)(=O)c3cccc(F)c3)CC2)CC1,0,0,-4,3,-2,0.9,2,-3,-4,2
O=C(Nc1ccc(S(=O)(=O)N2CCCC2)cc1)c1ccc(CN2CCc3ccccc3C2)cc1,-1,-35,5,4,-3,0.1,-1,6,-49,-19
NC(=O)c1ccccc1OCC(=O)c1ccc(Cl)cc1,3,-7,-1,2,0,-0.3,-2,6,3,4
CCOC(=O)C1(CCOc2ccccc2)CCN(Cc2ccc3c(c2)OCCO3)CC1,2,3,-8,1,3,2.2,1,-4,1,1
Cc1ccc(C(=O)COC(=O)c2cnccn2)cc1,2,3,0,5,-1,-0.9,2,7,9,5

# 3 entries from above in another layout.
# The line under a structure holds: NR1D1 modulator | SIAE primary | rCAG binder | TDP2 inh | PRMT1 FP inh | PG9 binder | LEDGF integ inh | TCR-CD3 inh | HTRA1 inh | ABHD4 inh
> NC(=O)c1ccccc1OCC(=O)c1ccc(Cl)cc1
    3 | -7 | -1 | 2 | 0 | -0.3 | -2 | 6 | 3 | 4
> CCOC(=O)C1(CCOc2ccccc2)CCN(Cc2ccc3c(c2)OCCO3)CC1
    2 | 3 | -8 | 1 | 3 | 2.2 | 1 | -4 | 1 | 1
> Cc1ccc(C(=O)COC(=O)c2cnccn2)cc1
    2 | 3 | 0 | 5 | -1 | -0.9 | 2 | 7 | 9 | 5

# Bioassay records: PubChem BioAssay, several laboratories
